Screening data deposited in PubChem by NCI.
Growth percent in the NCI-60 one-dose screen (48 h, 10 µM unless noted): 100 = growth as untreated, 0 = no growth, -100 = all killed.
MOLT-4: MOLT-4 leukemia cells | hit rate 6.9% among 80,000 | AID 1794779
EKVX: EKVX NSCLC; hit rate 3% among 71,000; AID 1794765
HOP-62: HOP-62 NSCLC; hit rate 3.9% among 80,000; AID 1794735
RPMI-8226: RPMI-8226 leukemia cells | hit rate 7.5% among 77,000
CCRF-CEM: CCRF-CEM leukemia; hit rate 7% among 77,000
A549/ATCC: A549/ATCC NSCLC. hit rate 3.7% among 81,000. AID 1794740
HOP-92: HOP-92 NSCLC cells; AID 1794738; hit rate 6.3% among 71,000
M14: M14 melanoma; hit rate 6.2% among 80,000; AID 1794745
An asterisk follows results filed as active; x = no result given; & = joins results of further samples. Rule for the calls: active = growth percent below 10; inactive = the rest. Rows were taken by chance; overall some 12% were active at least once.

SMILES	MOLT-4	EKVX	HOP-62	RPMI-8226	CCRF-CEM	A549/ATCC	HOP-92	M14
C#CCC1(c2ccco2)NS(=O)(=O)c2ccccc21 (configuration not stated)	90	95	85	109	101	89	106	99
Nc1[nH]c(=O)[nH]c(=O)c1N=O	98&94&109	107&119&55	117&111&95	103&106&106	94&106&102	106&107&103	85&103&93	110&106
CC(O)(CC(=O)O)CC(=O)O	85&113	96	100&114	109&109	103&96	108&110	103	103&106
OCCC(N1CCOCC1)C(O)(c1ccccc1)c1ccccc1 (configuration not stated)	120&97	92	101&94	114&98	92	109&95	102&84	103&95
COc1ccc(Nc2cc(Cl)ccc2C(=O)O)cn1	93	130	111	91	96	103	101	102
C[C@@H]1CN(c2ccc3ncc(C#Cc4cncc(C(=O)Nc5ccc(CN6CCN(C)CC6)c(C(F)(F)F)c5)c4)n3n2)C[C@H](C)O1	1.7*	-19*	-30*	-2.5*	3.8*	-82*	-44*	-76*
CCC(C)(C)NC(N)=O	100	104	100	107	102	x	97	111
Cc1sc2c(c1C)c(=O)nc1c(-c3nc(-c4ccccc4)no3)n[nH]n12	103	105	109	102	103	101	96	99
CCCCC1CCc2cccc3c(SCC(=O)N(C)c4ccc(Br)cc4)cc[n+]1c23 (configuration not stated)	101	115	116	97	99	104	139	106
COc1cc(C2Nc3c(ccc4ccccc34)-n3c(C)cc(=O)n32)cc(OC)c1OC (configuration not stated)	112	x	106	87	95	99	x	98
O=C(CCCN1CCN(c2ccccc2)CC1)c1ccc(F)cc1	98	109	97	105	97	105	x	126
NC(=O)c1ccc[n+](Cc2ccccc2)c1	49	94	127	90	94	94	x	96
Oc1ccc2ccccc2c1C1NN=C(c2ccccc2)S1 (configuration not stated)	13	27	29	20	x	18	43	-8.9*
COc1ccc(-c2nc(N=Nc3c(O)[nH]c4ccc(Cl)cc34)nc(N3CCOCC3)c2C#N)cc1	108	96	95	99	101	106	103	101
O=C1/C(=C/N2N=C(c3ccc(Cl)cc3)CC2c2ccccc2O)SC(=S)N1c1cccc(C(F)(F)F)c1 (configuration not stated)	8.4*	53	69	25	30	39	x	48
C[N+]1(C)CCC(c2ccccc2)(c2ccccc2)C(=O)C1Cc1ccccc1 (configuration not stated)	94	92	99	97	105	105	64	95
Cc1cc(C)c2c(N)c(-c3nc4cc(Cl)ccc4o3)sc2n1	100	x	120	104	100	107	68	101
NC(=O)c1cc2ccccc2s1	111	89	101	95	108	100	85	91
CC(C)(O)Cc1ccccc1	105&71	105&100	101&98	102&96	99&112	103&96	83	109&106
O=[N+]([O-])c1ccc(N2CCCC2)cc1	103	97	81	102	110	81	106	91
COc1ccc(/C=C2\Oc3cc(OCCCN4CCCC4)ccc3C2=O)cc1OC	78	88	80	87	77	96	86	97
CC1CCc2c(sc3nc(/C(C#N)=C/c4cn(-c5ccccc5)nc4-c4ccc5c(c4)OCCO5)[nH]c(=O)c23)C1 (configuration not stated)	89	82	68	81	95	68	46	75
COC(=O)c1nc(-c2ccccc2)oc1Sc1ccc(C)cc1	91	111	97	82	100	97	100	114
CCCCCCCCCCCCCCn1cc(C2=C(c3coc4ccc(OC)cc34)C(=O)N(O)C2=O)c2ccccc21	93	89	113	94	107	94	90	91
Cc1ccc(COc2nc(C)cc(C)c2C#N)cc1	95	74	74	101	105	96	67	97

Full records, looked up by structure. Order of screens: MOLT-4, EKVX, HOP-62, RPMI-8226, CCRF-CEM, A549/ATCC, HOP-92, M14
C[C@@H]1CN(c2ccc3ncc(C#Cc4cncc(C(=O)Nc5ccc(CN6CCN(C)CC6)c(C(F)(F)F)c5)c4)n3n2)C[C@H](C)O1 is listed with 1.7*, -19*, -30*, -2.5*, 3.8*, -82*, -44*, -76*
CC(O)(CC(=O)O)CC(=O)O is listed with 85&113, 96, 100&114, 109&109, 103&96, 108&110, 103, 103&106

Some values from the results shown:
Value of C[N+]1(C)CCC(c2ccccc2)(c2ccccc2)C(=O)C1Cc1ccccc1 (configuration not stated) in HOP-62: 99
Value of OCCC(N1CCOCC1)C(O)(c1ccccc1)c1ccccc1 (configuration not stated) in M14: 103&95
Value of Cc1cc(C)c2c(N)c(-c3nc4cc(Cl)ccc4o3)sc2n1 in A549/ATCC: 107

Next entries.
SMILES	MOLT-4	EKVX	HOP-62	RPMI-8226	CCRF-CEM	A549/ATCC	HOP-92	M14
O=Cc1cc2c(cc1Br)OCO2	93	104	96	95	102	92	97	103
CC(=O)C1=NCC(=O)N(c2ccc(Cl)cc2)N1	100	95	96	113	106	94	107	109
CCCCCCCC/C=C\CCCCCCCCCCCC(=O)O	131	103	113	126	108	104	39	113
CCOC(=O)c1cc(Cl)nc2ccc(OC)cc12	96	x	95	103	92	102	92	103
COc1cc(OC)cc(-c2ccc(C(=N)N)nc2)c1	104	85	92	86	x	101	86	97
Cc1ccc(-c2nc3cc4nc5ccccc5[nH]c4cc3n2)o1	102	69	95	94	90	102	97	104
COc1cccc(N2CCN(C(=O)c3cc4ccccc4nc3Nc3cc(OC)c(OC)c(OC)c3)CC2)c1	72	74	90	66	77	89	78	90
CCOC(=O)C1=C(C)C(Br)=N/C1=C\c1[nH]c(C)c(C(=O)OCC)c1C	65	99	93	86	52	94	87	95
OCCCCCOCc1ccccc1	102	97	81	121	128	x	103	104
Cc1cn(-c2cc(NC(=O)c3cncc(C#Cc4cnc5ccc(O[C@@H]6CCOC6)nn45)c3)cc(C(F)(F)F)c2)cn1	2.2*	-10.0*	-12*	-30*	0.6*	-75*	-45*	-96*
O=C(Nc1ccc(NC(=O)c2cc(S(=O)(=O)NCCc3c[nH]c4ccccc34)c(O)c(O)c2O)cc1)c1cc(S(=O)(=O)NCCc2c[nH]c3ccccc23)c(O)c(O)c1O	101	99	94	111	108	98	110	104
O=C(O)COc1ccc(F)cc1[N+](=O)[O-]	100	102	110	103	107	116	91	106
c1ccc(C(c2nc3ncncc3[nH]2)N2CSc3nc4ncncc4n3C2)cc1 (configuration not stated)	24	94	26	29	32	92	65	x
CC(=O)Nc1ccc(Oc2ccccc2)cc1	96	106	97	94	97	95	65	100
N#C/C(=C\c1cccs1)c1cc2ccccc2[nH]1	96	66	91	86	91	90	72	95
N#CCC(=O)NC(=S)Nc1ccc(S(=O)(=O)Nc2ccc(Cl)nn2)cc1	103	96	102	106	103	103	91	95
Cc1c(CC(=S)N2CCOCC2)nnn1-c1cccc(C(F)(F)F)c1	102	104	101	103	103	107	111	100
O=C1NC(=O)C(=Cc2cn(Cc3ccccn3)c3ccccc23)C(=O)N1	100	98	93	96	96	76	96	100
CCCCN(Cc1ccc(C(=O)NO)cc1)C(=O)Nc1ccc(OCCCCCn2cc(CNc3cccc4c3C(=O)N([C@@H]3CCC(=O)NC3=O)C4=O)nn2)cc1	87	99	98	x	83	106	57	x
Cc1nc(N)c(N=O)c(=O)[nH]1	112	x	106	97	92	101	x	102
COc1cc(/C=C/C(=O)/C=C/c2cc3ccc(Cl)cc3n(Cc3ccccc3)c2=O)ccc1O	5.1*	8.9*	-6.7*	-19*	3.2*	-4.0*	-5.0*	-11*
BrCC1OC(c2ccccc2)C(c2ccccc2)O1 (configuration not stated)	103	102	105	98	86	104	x	112
O=C(CCNC(=O)c1nc(-c2ccccc2)n(-c2ccccc2)n1)NO	101	100	x	x	x	84	x	123
Nc1nn2c(-c3cc4ccccc4oc3=O)ccnc2c1N=Nc1ccc(Br)cc1	116	102	98	110	104	113	106	101
Cc1c(Cl)c(S(N)(=O)=O)cc2c1NC(c1ccccc1)=NS2(=O)=O	101	97	113	112	106	99	103	109
(listing goes on)
SMILES	MOLT-4	EKVX	HOP-62	RPMI-8226	CCRF-CEM	A549/ATCC	HOP-92	M14
COC1(OC)C2C=CC1C1CC/C=C\CCC12 (configuration not stated)	95	x	90	102	103	95	103	105
CN(C1c2ccccc2Oc2ccccc21)S(=O)(=O)c1cc(Cl)ccc1Cl	43	58	49	67	43	52	35	39
CSc1nc(NC=O)cc(=O)n1C	95	92	105	79	94	69	99	107
N#CC12CC(O)(CC(c3ccccc3)C1(C#N)C#N)NC2=O (configuration not stated)	90	101	111	105	99	89	96	107
N#Cc1ccccc1/C=N/NC1=NCCN1S(=O)(=O)c1ccccc1	94	97	97	96	102	102	93	100
Clc1ccc2c(NCCNc3nc(Cl)nc4ccccc34)ccnc2c1	-52*	-9.1*	-69*	-51*	-59*	-88*	-68*	-89*
CC(=O)Nc1cccc(OCCOc2cccc([N+](=O)[O-])c2)c1	107	104	97	x	84	98	x	108
O=C(O)CNC(=O)c1cccc(N2C(=O)/C(=C/c3cccc(F)c3)SC2=S)c1	99	95	99	97	100	102	111	97
OCc1cc(Br)cc(CO)c1O	106	106	104	102	91	91	108	100
Cc1[nH]c(C(=O)Nc2ccccc2OC2CCN(CCN3CCOCC3)CC2)c(Cl)c1Cl	73	86	90	67	89	99	71	106
O=C(O)C(=O)c1ccc(-c2ccccc2)cc1	96	101	96	75	124	99	65	92
CCN(CC)CCC(CNc1ccnc2cc(Cl)ccc12)c1ccc(Cl)cc1 (configuration not stated)	7.0*	67	6.6*	-0.6*	3.1*	12	-40*	-80*
C=CCn1c(SCC(=O)Nc2ccc(C(=O)/C=C/c3cc4cc(OC)ccc4nc3Cl)cc2)nnc1-c1ccc(Cl)c(Cl)c1	85	91	102	20	79	93	83	80
O=C(/C=C/c1cccc(Br)c1)c1ccccc1	x	88	70	24	86	73	79	91
CSc1ncc(Br)c(=S)[nH]1	94	107	99	98	93	89	93	107
COc1cc2cc3c(nc2cc1OC)CCN3Cc1ccc(NC(=O)Nc2ccc(F)cc2)cc1	81	x	99	92	96	106	x	104
CCCN(CCC)c1ccc(N=Nc2cc(Cl)ccc2Cl)cc1	95	98	x	106	101	102	100	106
CCCCOCCOC(c1cc2c(cc1Br)OCO2)C(C)Br (configuration not stated)	98	92	100	103	102	92	90	97
O=c1c2c(=NCCN3CCCC3)cc3c(=O)n(CCCN4CCOCC4)c(=O)c4c(-c5ccc(CN6CCCC6)cc5)cc(c(O)n1CCCN1CCOCC1)c2c4-3	0.1*	-37*	-21*	x	-4.4*	-16*	-16*	-79*
CCC1(C)c2c(cc([N+](=O)[O-])c(C)c2[N+](=O)[O-])C(C)(C)C1C (configuration not stated)	106	107	91	101	113	89	85	99
COc1cc(C2CC(c3ccc(Cl)cc3)=NN2C(C)=O)ccc1Oc1nc2c(c(=O)n(C)c(=O)n2C)n1C (configuration not stated)	63	84	99	72	80	60	x	68
Nc1nc(SCc2ccc(Cl)cc2)c2ncn(C3OC(CO)C(O)C3O)c2n1 (configuration not stated)	101	95	100	90	90	97	108	95
COc1ccc(C2=C(c3cccc(OC)c3)C(=O)c3ccc(C)nc3C2=O)cc1	-32*	75	34	47	19	41	80	42
Cc1ccc(Nc2nnc(-c3c[nH]c4ccccc34)o2)c(C)c1	0.2*	22	23	-7.6*	-0.1*	13	22	16
N#CCCCC(CCCC#N)(c1ccccc1)c1ccccc1	84	x	91	88	103	99	77	101
COc1cc(-c2ccc(-c3ccc(C(=N)N)cn3)o2)cc(OC)c1OC	111	103	98	x	102	104	75	102
Oc1ccccc1C1SC(c2ccccc2O)SC(c2ccccc2O)S1 (configuration not stated)	91	96	94	81	88	67	80	86
CC(=O)Oc1cc(C(C)C)ccc1C	108	61	94	101	101	118	98	103
CN(C)c1ccc(/C=N\c2[nH]c(=S)nc3oc(-c4ccccc4)c(-c4ccccc4)c23)cc1	66	78	75	73	92	95	81	98

Shown as a markdown table: part of the list above
| compound | MOLT-4 | EKVX | HOP-62 | RPMI-8226 | CCRF-CEM | A549/ATCC | HOP-92 | M14 |
| --- | --- | --- | --- | --- | --- | --- | --- | --- |
| COC1(OC)C2C=CC1C1CC/C=C\CCC12 (configuration not stated) | 95 | x | 90 | 102 | 103 | 95 | 103 | 105 |
| CN(C1c2ccccc2Oc2ccccc21)S(=O)(=O)c1cc(Cl)ccc1Cl | 43 | 58 | 49 | 67 | 43 | 52 | 35 | 39 |
| CSc1nc(NC=O)cc(=O)n1C | 95 | 92 | 105 | 79 | 94 | 69 | 99 | 107 |
| N#CC12CC(O)(CC(c3ccccc3)C1(C#N)C#N)NC2=O (configuration not stated) | 90 | 101 | 111 | 105 | 99 | 89 | 96 | 107 |
| N#Cc1ccccc1/C=N/NC1=NCCN1S(=O)(=O)c1ccccc1 | 94 | 97 | 97 | 96 | 102 | 102 | 93 | 100 |
| Clc1ccc2c(NCCNc3nc(Cl)nc4ccccc34)ccnc2c1 | -52* | -9.1* | -69* | -51* | -59* | -88* | -68* | -89* |
| CC(=O)Nc1cccc(OCCOc2cccc([N+](=O)[O-])c2)c1 | 107 | 104 | 97 | x | 84 | 98 | x | 108 |
| O=C(O)CNC(=O)c1cccc(N2C(=O)/C(=C/c3cccc(F)c3)SC2=S)c1 | 99 | 95 | 99 | 97 | 100 | 102 | 111 | 97 |
| OCc1cc(Br)cc(CO)c1O | 106 | 106 | 104 | 102 | 91 | 91 | 108 | 100 |
| Cc1[nH]c(C(=O)Nc2ccccc2OC2CCN(CCN3CCOCC3)CC2)c(Cl)c1Cl | 73 | 86 | 90 | 67 | 89 | 99 | 71 | 106 |
| O=C(O)C(=O)c1ccc(-c2ccccc2)cc1 | 96 | 101 | 96 | 75 | 124 | 99 | 65 | 92 |
| CCN(CC)CCC(CNc1ccnc2cc(Cl)ccc12)c1ccc(Cl)cc1 (configuration not stated) | 7.0* | 67 | 6.6* | -0.6* | 3.1* | 12 | -40* | -80* |
| C=CCn1c(SCC(=O)Nc2ccc(C(=O)/C=C/c3cc4cc(OC)ccc4nc3Cl)cc2)nnc1-c1ccc(Cl)c(Cl)c1 | 85 | 91 | 102 | 20 | 79 | 93 | 83 | 80 |
| O=C(/C=C/c1cccc(Br)c1)c1ccccc1 | x | 88 | 70 | 24 | 86 | 73 | 79 | 91 |
| CSc1ncc(Br)c(=S)[nH]1 | 94 | 107 | 99 | 98 | 93 | 89 | 93 | 107 |
| COc1cc2cc3c(nc2cc1OC)CCN3Cc1ccc(NC(=O)Nc2ccc(F)cc2)cc1 | 81 | x | 99 | 92 | 96 | 106 | x | 104 |
